# High-throughput results from PubChem.
# HEK293 NOD2/NF-kB: NOD2 signaling inhibitors, cell-based, luminescence, uHTS, HEK293 (AID 1566). HEK293 NOD2/NF-kB luciferase reporter, luminescence; higher % means a stronger effect. inhibition, % at 4 µM; hits with a dose series show EC50 in µM. hit rate 0.63% among 290,000; note: many of its hits are not listed in these tables
# KOR beta-arrestin-1: kappa opioid receptor blockers – cell-based, luminescence, uHTS (AID 1778). KOR beta-arrestin recruitment, luminescence, antagonist mode; higher % means a stronger effect. one-dose inhibition, % at 10 µM; IC50 in µM for titrated hits. hit rate 0.091% among 290,000; note: strong numbers were not always called active
# HIV fusion peptide: inhibitors of HIV fusion peptide binding, primary screen, biochemical, uHTS, fluorescence dequenching (AID 1986); cell-free peptide binding, fluorescence dequenching, 30 min; higher % means a stronger effect; inhibition, % at 20 µM, or IC50 in µM where a hit was titrated; hit rate 0.3% among 290,000; in the data active = inhibition mostly above about 52%, no sharp cut-off; inactive = mostly below about 76%; note: some results filed as inactive read as strong as hits
# LYP phosphatase: PTPN22 lymphoid phosphatase activity blockers – biochemical, fluorescence intensity, uHTS (AID 1779); recombinant LYP phosphatase, fluorescence intensity; higher % means a stronger effect; inhibition, % at 11.5 µM, or IC50 in µM where a hit was titrated; hit rate 0.054% among 290,000;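 note: plate controls were vehicle with enzyme for no effect and no enzyme for full effect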
# SIAH1 antagonists: Siah-1 peptide-binding antagonists, primary screen, biochemical, fluorescence polarization, rhodamine-plectin, uHTS (AID 1817); Siah-1 / rhodamine-plectin peptide fluorescence polarization; higher % means a stronger effect; hit rate 0.02% among 290,000; displacement, % at 20 µM, or IC50 in µM where a hit was titrated;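 active = displacement of at least 50% at 20 µM, with a fluorescence ratio check between 0.3 and a set limit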;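 note: plate controls were Siah plus tracer with DMSO for no effect and tracer alone without Siah for full effect; strong numbers were not always called active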
# PhoP inhibition: inhibitors of PhoP regulon expression, primary screen, Salmonella Typhimurium, GFP reporter (AID 1863); inhibition, % at 50 µM, or IC50 in µM where a hit was titrated; S. Typhimurium PhoP-regulated promoter GFP reporter, 4 h; higher % means a stronger effect; hit rate 0.16% among 300,000;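 active = inhibition over 29.93%, a cutoff 3 SD above the screen mean, later confirmed by dose response; inconclusive = inhibition over 29.93% but no dose response follow-up; inactive = inhibition at most 29.93% or unconfirmed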;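 note: 0% = low Mg2+ inducing control and 100% = high Mg2+ repressing control; strong numbers were not always called active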
# NOD1 NF-kB reporter: NOD1 signaling inhibitors, primary screen, cell-based, luminescence, uHTS (AID 1578); hit rate 1% among 290,000; NOD1-driven NF-kB luciferase reporter cells, luminescence; higher % means a stronger effect; inhibition, % at 4 µM, or EC50 in µM where a hit was titrated; in the data active = inhibition mostly above about 36%, no sharp cut-off; inactive = mostly below about 34%;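 note: HEK-293T reporter cells stimulated with the NOD1 agonist gamma-tri-DAP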
# KOR beta-arrestin-2: kappa opioid receptor activators – cell-based, luminescence, uHTS, primary screen (AID 1777) | KOR beta-arrestin recruitment, luminescence; higher % means a stronger effect | one-dose activation, % at 10 µM; EC50 in µM for titrated hits | hit rate 0.02% among 280,000; in the data active = activation above about 50%, passing the limit was not always enough; note: a part of the inactive calls stands beside numbers as strong as those of hits
# Myeloid diff 2: promotes myeloid progenitor differentiation; ER-HoxA9 myeloid progenitors, lysozyme-GFP differentiation, flow cytometry; hit rate 1% among 360,000; calls only at 10 µM; AID 624256;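 active = normalized GFP-positive differentiation at or above the plate's own cutoff, the solvent-only control mean plus 3 SD; inconclusive = no clear call, values can overlap the other calls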;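 note: cells exposed to compound for four days before flow analysis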
# Myeloid diff 2 GFP+ MAC1+ %: further read-out of Myeloid diff 2, marked with its call; GFP+ MAC1+ double positive, %; measured here: differentiation confirmed by MAC1 staining
# * marks the source's active call; other numbers are inactive results; i = inactive; ? = inconclusive; . = no result given; [ ] = dose if it differs, or a comment. Cut-off read from the data, not from the text of the source, unless noted: active = inhibition above about 50%; inactive = the rest.
item	canonical_smiles	HEK293 NOD2/NF-kB	KOR beta-arrestin-1	HIV fusion peptide	LYP phosphatase	SIAH1 antagonists
1	O=C(O)/C=C/C(=O)c1ccc2c(c1)NC(=O)CO2	11%	-40%	0.4%	14%	6%
2	O=C(O)CCNS(=O)(=O)c1ccccc1Br	16%	8%	-0.5%	-6%	-9%
3	Cc1ccc(Cl)c(NC(=O)CN2CCNC(=O)C2)c1Cl	17%	3%	-0.4%	-9%	20%
4	COC(=O)N(C)CCCC1(C)C(=O)N(C)c2ccc(O)cc21 (stereo not given)	28%	-6%	1.7%	0%	-2%
5	COc1cccc(N(C(=O)c2ccn[nH]2)C2(C(=O)Nc3c(C)cccc3C)CCCCC2)c1	9%	-12%	0.3%	0%	6%
6	Cc1ccccc1N(CC(=O)NCC1CCCO1)C(=O)C1(C)CC(=O)N=C2C=CC=CN21 (stereo not given)	15%	-29%	-0.5%	-12%	1%
7	OC1(c2ccc3c(c2)OCO3)CCN(Cc2ccccn2)CC1	-5%	-11%	-0.2%	-7%	13%
8	CN1CCN(C2CCCCC2NS(=O)(=O)c2ccccc2)CC1 (stereo not given)	27%	-35%	0.2%	-7%	-4%
9	Cc1ccc(S(=O)(=O)Nc2ccc3[nH]c(=O)[nH]c3c2)c(C)c1	16%	-16%[20 µM]	-0.6%	-5%	-4%
10	O=C(Nc1nccs1)C1(S(=O)(=O)c2ccc(Cl)cc2)CC1	9%	8%	0.7%	-2%	1%
11	CCn1c(Cc2ccccc2)nnc1SCC(=O)Nc1nc(C)c(C)s1	0%	-16%	-1.0%	-10%	2%
12	CCn1cc(C(=O)Nc2ccc(OC)c(S(=O)(=O)N3CCCCC3)c2)c(=O)c2ccc(C)nc21	15%	-13%	1.1%	-12%	12%
13	N[C@@H](Cc1ccccc1)C(=O)N1CCC(C(=O)N[C@@H](Cc2c[nH]c3ccccc23)C(=O)O)CC1	-13%	-36%	0.9%	-4%	8%
14	O=C(Cn1nnc2ccccc21)OCc1ccccc1	5%	0%	1.7%	-5%	6%
15	Cn1c(=O)c2c(n(C)c1=O)=NC1(CCCCC1)ON=2	14%	-54%	-2.5%	-10%	-3%

item	PhoP inhibition	NOD1 NF-kB reporter	KOR beta-arrestin-2	Myeloid diff 2	Myeloid diff 2 GFP+ MAC1+ %
1	-8%	-34%	-1.0%	i	0.5
2	-18%	-21%	-5.4%	i	0.4
3	1%	-18%	-2.6%	i	0.6
4	8%	-8%	-1.7%	i	2.7
5	-5%	-10%	-1.7%	i	0.9
6	-3%	-7%	-2.2%	i	1.1
7	-2%	4%	1.8%	i	1.2
8	13%	-12%	5.6%	i	5.0
9	-1%	-4%	-4.3%	i	0.3
10	6%	-2%	1.4%	i	7.5
11	29%	-2%	-0.1%	i	6.4
12	-11%	-10%	12%	i	0.9
13	-2%	-13%	0.4%	i	0.7
14	-1%	-31%	1.7%	i	0.3
15	3%	10%	-0.7%	i	0.4

# Next section:
item	canonical_smiles	HEK293 NOD2/NF-kB	KOR beta-arrestin-1	HIV fusion peptide	LYP phosphatase	SIAH1 antagonists
16	Cc1cccc(OCC(=O)NCCNC(=O)c2ccco2)c1	7%	-17%	-0.1%	-10%	-1%
17	CCOC(=O)c1sc(NC(=O)CC(C)c2ccccc2)nc1C (stereo not given)	-41%	-14%	-0.2%	-9%	-7%
18	Cc1ccc(NC(=O)C(C)Sc2nc(-c3ccccc3)cc(=O)[nH]2)cc1 (stereo not given)	20%	-12%	2.8%	-2%	1%
19	CCCCCCN(C(=O)CCCCCN1C(=O)NC(c2ccc(-c3ccccc3)cc2)C(C(=O)OCc2ccccc2)=C1C)C(C(=O)NCCCC)c1ccc(OCC(=O)OC)cc1 (stereo not given)	12%	2%	0.5%	5%	-1%
20	COc1ccc(C2NC(=S)N3C(c4ccc(OC)cc4)NC(=S)N23)cc1 (stereo not given)	16%	11%	-0.2%	-4%	1%
21	COc1ccc(OC)c2[nH]c(C(=O)N3CCC(C(=O)O)CC3)cc12	1%	-40%	-1.5%	-6%	2%
22	Cc1csc(NC(=O)CCn2c(=O)sc3ccccc32)n1	-19%	-1%	2.0%	-10%	3%
23	Cc1ccc(N2C(=O)N(CC(=O)Nc3ccc(C)c(C)c3[N+](=O)[O-])C(=O)C2C)cc1 (stereo not given)	5%	-1%	1.0%	-2%	4%
24	COc1ccc(/C=N/NC(=O)c2cc(-c3ccccc3)nc3ccccc23)cc1O	6%	30%	0.1%	1%	6%
25	Cc1nc(NC(=O)CSc2nc3ccccc3s2)sc1C(=O)N(C)C	7%	-10%	0.1%	-7%	-3%
26	CC1=CCC2C(=O)N(c3cc(C)on3)C(=O)C2C1 (stereo not given)	3%	-10%	3.4%	-2%	-2%
27	O=C(Nc1nc(-c2ccccn2)cs1)c1ccc(S(=O)(=O)N2CCCCC2)cc1	28%	16%	3.2%	4%	-6%
28	CCOC(=O)C1CCN(S(=O)(=O)c2ccc3c(c2)CCN3C(=O)C2CCC2)CC1	19%	-7%	-0.3%	-9%	1%
29	CCCOc1ccc(C(C)=O)cc1CC(C(N)=O)C(N)=O	7%	-7%	0.0%	-4%	2%
30	Cc1ccc(C)c(SCC(=O)NC(=O)Nc2ccc3c(c2)OCCO3)c1	15%	18%	-0.5%	-8%	7%

item	PhoP inhibition	NOD1 NF-kB reporter	KOR beta-arrestin-2	Myeloid diff 2	Myeloid diff 2 GFP+ MAC1+ %
16	7%	-32%	-4.9%	i	0.6
17	6%	-14%	-2.9%	i	0.7
18	-6%	-10%	-0.7%	i	0.1
19	-2%	-25%	2.1%	.	.
20	1%	-28%	-4.6%	i	0.5
21	-1%	-9%	1.1%	i	0.7
22	-13%	0%	1.2%	i	0.8
23	3%	-32%	-1.4%	i	0.4
24	1%	-5%	-3.9%	i	1.0
25	-5%	-20%	-2.2%	?	.
26	8%	-25%	2.5%	i	1.1
27	-12%	3%	1.5%	.	.
28	-1%	0%	6.3%	i	0.0
29	-1%	-3%	-5.5%	i	0.6
30	-5%	5%	9.4%	i	0.4

# Later entries.
item	canonical_smiles	HEK293 NOD2/NF-kB	KOR beta-arrestin-1	HIV fusion peptide	LYP phosphatase	SIAH1 antagonists
31	OC1=C(O)c2nc3ccccc3nc21	9%	8%	-2.4%	-4%	2%
32	COc1ccccc1N1CCN(C2=NS(=O)(=O)c3ccccc32)CC1	8%	16%	-0.6%	4%	4%
33	CCOC(=O)c1ccc(NC(=O)CSc2ccc(-c3ccccn3)nn2)cc1	21%	-25%	1.7%	-9%	-7%
34	O=C(C1CCC1)N1CCc2cc(S(=O)(=O)NCc3cccnc3)ccc21	34%	-9%	-3.8%	-7%	0%
35	Cc1cccc(Cn2c(SCCN3CCOCC3)nc3c2c(=O)n(C)c(=O)n3C)c1	-5%	7%	5.1%	-2%	1%
36	CC(O)CNc1nc2sc3c(c2c(=O)n1CCc1ccccc1)CCCCC3 (stereo not given)	17%	25%	0.4%	-6%	-2%
37	CCC(=O)Nc1ccc(C(=O)N/N=C/c2ccccc2[N+](=O)[O-])cc1	-32%	-22%	-1.1%	-2%	2%
38	CN(C)CCCN(C(=O)c1ccc(S(=O)(=O)N(C)Cc2ccccc2)cc1)c1nc2c(F)cccc2s1	10%	-22%	-1.3%	-7%	2%
39	O=S(=O)(/C=C/c1ccccc1)c1ccccc1	4%	-1%	-1.5%	-8%	-1%
40	O=C(NC(=S)Nc1ccc(N2CCOCC2)cc1)c1cncc(Br)c1	25%	-24%	4.5%	2%	-3%
41	Cc1ncc(CO)c(/C=N/NC(=O)c2cc(O)c(O)c(O)c2)c1O	8%	43%	18%	-1%	36%
42	Nc1c2nc(-c3ccccc3Cl)[nH]c(=O)c2nc(=O)n1-c1ccccc1	-5%	20%	-0.1%	-2%	-3%
43	O=C(CCCn1c(SCC(=O)c2ccc(F)cc2)nc2ccccc2c1=O)NCc1ccco1	1%	4%	3.3%	-2%	2%
44	COc1cccc(-c2nc3ccccc3c(=O)n2NC(=O)c2cccnc2Cl)c1	14%	-7%	-1.3%	0%	-4%
45	Cc1cc(C(=O)COC(=O)c2ccc3c(c2)NC(=O)CS3)c(C)n1CCc1ccc(Cl)cc1	32%	-230%[20 µM]	6.4%	-2%	0%

item	PhoP inhibition	NOD1 NF-kB reporter	KOR beta-arrestin-2	Myeloid diff 2	Myeloid diff 2 GFP+ MAC1+ %
31	1%	10%	-2.0%	i	1.3
32	6%	-25%	1.3%	i	1.7
33	-1%	-28%	3.3%	i	0.7
34	3%	28%	4.6%	i	1.2
35	-7%	-6%	-0.9%	i	1.5
36	-1%	-3%	-5.3%	i	0.3
37	-11%	-15%	0.0%	i	1.5
38	-3%	-23%	-2.8%	i	1.1
39	1%	3%	1.9%	i	0.9
40	0%	17%	15%	i	0.0
41	-1%	-38%	-5.1%	.	.
42	-5%	-5%	3.0%	i	0.3
43	-5%	-58%	-0.4%	i	0.2
44	4%	-15%	-3.4%	?	.
45	0%	25%	16%	i	0.1

# The list continues.
item	canonical_smiles	HEK293 NOD2/NF-kB	KOR beta-arrestin-1	HIV fusion peptide	LYP phosphatase	SIAH1 antagonists
46	Cc1cccc(CC(=O)NCCN2CCOCC2)c1	12%	-2%	-0.7%	-11%	2%
47	CCOC(=O)c1c(C)nc2c(c1C)/C(=N/O)CC(C)(C)C2	16%	-2%	6.4%	-2%	3%
48	CCN(C(=O)COC(=O)Cc1c[nH]c2ccccc12)C1CCS(=O)(=O)C1 (stereo not given)	-6%	-16%	-0.1%	-8%	1%
49	COC(=O)c1ccc(C(C(=O)NCc2ccccc2)N(Cc2ccco2)C(=O)c2cnccn2)cc1 (stereo not given)	1%	8%	0.4%	-3%	2%
50	O=c1c(C/C=C/c2ccccc2)c(O)nc2n1CCCS2	-20%	2%	-0.7%	-8%	2%
51	O=S(=O)(Nc1ccc(N2CCOCC2)cc1)c1ccc(F)cc1	5%	-12%	-2.5%	-8%	-1%
52	NS(=O)(=O)c1cccc(NC(=O)c2cccc3c(Br)cccc23)c1	-4%	-2%[20 µM]	2.1%	-6%	7%

item	PhoP inhibition	NOD1 NF-kB reporter	KOR beta-arrestin-2	Myeloid diff 2	Myeloid diff 2 GFP+ MAC1+ %
46	0%	-7%	-1.9%	i	0.5
47	-7%	-9%	-1.7%	i	1.3
48	-5%	-19%	3.8%	.	.
49	4%	-17%	2.7%	i	3.2
50	2%	-4%	-2.9%	i	0.8
51	3%	-19%	-0.9%	i	0.4
52	-6%	-18%	0.0%	i	0.2

# In a second layout: results already given
46. Cc1cccc(CC(=O)NCCN2CCOCC2)c1
  HEK293 NOD2/NF-kB: 12%; KOR beta-arrestin-1: -2%; HIV fusion peptide: -0.7%; LYP phosphatase: -11%; SIAH1 antagonists: 2%; PhoP inhibition: 0%; NOD1 NF-kB reporter: -7%; KOR beta-arrestin-2: -1.9%; Myeloid diff 2: i; Myeloid diff 2 GFP+ MAC1+ %: 0.5

47. CCOC(=O)c1c(C)nc2c(c1C)/C(=N/O)CC(C)(C)C2
  HEK293 NOD2/NF-kB: 16%; KOR beta-arrestin-1: -2%; HIV fusion peptide: 6.4%; LYP phosphatase: -2%; SIAH1 antagonists: 3%; PhoP inhibition: -7%; NOD1 NF-kB reporter: -9%; KOR beta-arrestin-2: -1.7%; Myeloid diff 2: i; Myeloid diff 2 GFP+ MAC1+ %: 1.3

# An excerpt (hit frequency here may not be typical).
